# Screens deposited in PubChem by Sanford-Burnham Center for Chemical Genomics.
# mouse EphA4 binding – EphA4 ligand-binding antagonists – biochemical, colorimetric, mouse EphA4, primary screen (AID 689) | inhibition, % at 10 µM; hits with a dose series show IC50 in µM | actives 0.1% (n = 62,000) | EphA4-AP binding to KYL peptide, pNPP A405; higher % means a stronger effect; in the data active means a potency from the dose series; inactive means the rest, 99 in 100 with inhibition below about 22%
# * = called active by the depositor; & = joins results of further samples.
SMILES,mouse EphA4 binding
CC(C)NCC(O)COc1c(F)cc(Br)cc1F (stereo not given),-1.3%
O=C(NC12CC3CC(CC(C3)C1)C2)C1=COCCO1,3.9%
O=C(c1cc(F)c(F)cc1Cl)N1CCN(c2ccc([N+](=O)[O-])c3ncccc23)CC1,7.2%
CCOC(=O)N1CCC(NC(=O)c2cc(C)c3c(C)nn(-c4ccccc4)c3n2)CC1,-3.2%
COc1ccccc1-c1c(C(F)(F)F)oc2c(CN(C)C)c(O)ccc2c1=O,-6.3%
CCOc1ccc(S(=O)(=O)N2CCN(Cc3ccccc3)CC2)c2cccnc12,-0.9%
CCCSc1nc(C)cc(C)c1C(N)=O,-0.8%
CCCOc1ccc(N2C(=O)CC(NCCc3ccc(S(N)(=O)=O)cc3)C2=O)cc1 (stereo not given),-5.2%
COc1cc2c(cc1OC)C1=C(C#N)CN(C3CCCCC3)CN1CC2,-5.7%
COC(=O)C1=C(C)N(C2CCCCC2)C(=O)C1,-17.6%
O=C(CCCOc1ccc(Cl)cc1)Nc1nncs1,-0.4%
CCOC(=O)Cc1c(C)[nH]c(=S)[nH]c1=O,4.2%
O=C1OC2C=CC(Br)=CC2=CC1C(=O)N1CCSC1c1ccccc1Cl (stereo not given),-6.6%
COc1ccc(C)cc1S(=O)(=O)N(CC(=O)Nc1ccc2c(c1)OCCO2)Cc1ccccc1,-2.6%
CCOc1ccc(N(CC(=O)Nc2ccc(C)cc2)S(=O)(=O)c2c(C)noc2C)cc1,-1.1%
O=C(O)CSCC(=O)NCc1ccccc1,-8.8%
CCCNC(=O)c1ccc(Cl)c(Cl)c1,-8.7%
COc1ccc(Cl)cc1C(=O)CSc1nc(N)cc(N)n1,-4.0%
Cc1nn(C(C)C(=O)Nc2ccc(Cl)cn2)c(C)c1[N+](=O)[O-] (stereo not given),-9.6%
Cc1cccn2c(=O)c(/C=C3\SC(=S)N(Cc4ccco4)C3=O)c(NCCCn3ccnc3)nc12,-10.4%
CC(C)(C)OC(=O)N[C@@H](Cc1ccccc1)c1nnc(S(=O)(=O)Cc2ccccc2)o1,9.9%
NNC(=O)c1cccc(COc2ccccc2Br)c1,5.6%
O=C(O)CCCNC(=O)OCc1ccccc1,-6.8%
CCc1cccc(NC(=O)CSC2=NS(=O)(=O)c3ccccc32)c1,2.1%
O=C(Cn1cnc2ccccc2c1=O)Nc1ccc(-c2nnc3n2CCCCC3)cc1,4.5%

# An excerpt of these results, as tab-separated lines.
smiles	mouse EphA4 binding
CC(C)NCC(O)COc1c(F)cc(Br)cc1F (stereo not given)	-1.3%
O=C(NC12CC3CC(CC(C3)C1)C2)C1=COCCO1	3.9%
O=C(c1cc(F)c(F)cc1Cl)N1CCN(c2ccc([N+](=O)[O-])c3ncccc23)CC1	7.2%
CCOC(=O)N1CCC(NC(=O)c2cc(C)c3c(C)nn(-c4ccccc4)c3n2)CC1	-3.2%
COc1ccccc1-c1c(C(F)(F)F)oc2c(CN(C)C)c(O)ccc2c1=O	-6.3%
CCOc1ccc(S(=O)(=O)N2CCN(Cc3ccccc3)CC2)c2cccnc12	-0.9%
CCCSc1nc(C)cc(C)c1C(N)=O	-0.8%
CCCOc1ccc(N2C(=O)CC(NCCc3ccc(S(N)(=O)=O)cc3)C2=O)cc1 (stereo not given)	-5.2%
COc1cc2c(cc1OC)C1=C(C#N)CN(C3CCCCC3)CN1CC2	-5.7%
COC(=O)C1=C(C)N(C2CCCCC2)C(=O)C1	-17.6%
O=C(CCCOc1ccc(Cl)cc1)Nc1nncs1	-0.4%
CCOC(=O)Cc1c(C)[nH]c(=S)[nH]c1=O	4.2%
O=C1OC2C=CC(Br)=CC2=CC1C(=O)N1CCSC1c1ccccc1Cl (stereo not given)	-6.6%
COc1ccc(C)cc1S(=O)(=O)N(CC(=O)Nc1ccc2c(c1)OCCO2)Cc1ccccc1	-2.6%
CCOc1ccc(N(CC(=O)Nc2ccc(C)cc2)S(=O)(=O)c2c(C)noc2C)cc1	-1.1%
O=C(O)CSCC(=O)NCc1ccccc1	-8.8%
CCCNC(=O)c1ccc(Cl)c(Cl)c1	-8.7%

# (further entries)
SMILES,mouse EphA4 binding
COc1ccccc1NC(=O)CN1CCN(CC(=O)Nc2ccc(Cl)c(C(F)(F)F)c2)CC1,-9.6%
C=CCOc1c(I)cc(/C=C2/C(=O)NC(=O)N(c3cccc(C)c3)C2=O)cc1OC,-6.2%
CCCSc1nc(C)cc(C)c1S(=O)(=O)c1ccccc1C,-5.8%
COc1ccc(NC(=O)c2cn(-c3ccccc3)nc2-c2cc3ccccc3o2)cc1,-24.6%
CCSc1nc2c(cnn2-c2ccc(C)c(C)c2)c(=O)[nH]1,4.8%
Cc1ccc(NS(=O)(=O)c2cc(C(=O)O)ccc2Cl)cc1,7.5%
CCOC(=O)CSC1=C(C#N)C(=O)NC(c2ccc(OC)c(OC)c2)S1 (stereo not given),-11.4%
COc1ccc(C2C(C(=O)NCc3cccnc3)c3cc(OC)c(OC)cc3C(=O)N2C)cc1 (stereo not given),-10.3%
COc1ccc(Br)cc1/C=C1/SC(=S)N(Cc2ccccc2)C1=O,-13.2%
C=CCOc1c(CNc2ccc(C(=O)O)cc2)cccc1OCC,-4.0%
CC(=O)N1CCN=C1SCc1ccc(F)cc1,-8.7%
COc1ccc(N(CC(=O)NCc2cccs2)S(=O)(=O)c2c(C)n[nH]c2C)cc1,-9.9%
CC1CCN(c2c(NCC3CCC(C(=O)N4CCCC(C)C4)CC3)c(=O)c2=O)CC1 (stereo not given),5.5%
CCOC(=O)c1cccc(NC(=O)C2CCCN(S(=O)(=O)c3cnc[nH]3)C2)c1 (stereo not given),-5.8%
CCOc1ccc(CC(=O)C2C(=O)CC(C)(C)CC2=O)cc1OCC,2.4%
COC(=O)CCC(=O)N1CCc2cc(S(=O)(=O)N3CCc4ccccc43)ccc21,-6.9%
CCOC(=O)N/N=C/c1ccc(C)o1,-11.1%
COc1ccc(N2C(=O)C(Cl)=C(N3CCN(C)CC3)C2=O)cc1,-7.3%
CN1CCN(CCN2CCn3c2nc2ccccc23)CC1,5.4%
CC1CCc2c(sc3nn[nH]c(=O)c23)C1 (stereo not given),5.9%
COc1ccccc1-c1cc(C2CC2)nc(N)c1C#N,-22.4%
COC(=O)c1nc2n(n1)C(c1cccc(Cl)c1)C1=C(CC(C)(C)CC1=O)N2 (stereo not given),-4.5%
CN(CCc1ccccn1)S(=O)(=O)c1ccccc1F,1.1%
CCNC(=S)NNC(=O)c1cc(CC(C)C)nc2ccccc12,-14.2%
O=c1cc(CO)oc(CN2CCC(Cc3ccccc3)CC2)c1O,-0.3%
# Later entries:
SMILES,mouse EphA4 binding
CC(=O)c1ccc(NC(=S)NC(NC(=O)c2ccc(Cl)cc2Cl)C(Cl)(Cl)Cl)cc1 (stereo not given),1.1%
CCCn1nc2cc(C(=O)NCc3ccc(OC)cc3)ccc2c1OCC,8.6%
Cc1oc2ccc(OC(C)C(=O)O)cc2c1C(=O)OC(C)C (stereo not given),0.8%
COCCN1C(=O)/C(=C\c2ccccc2[N+](=O)[O-])C(C(=O)OC)=C1C,-3.1%
Cc1cccc(N2C(=O)/C(=C/c3ccccc3Cl)SC2=S)c1C,-5.6%
COc1cc(C2c3c(-c4cc(C)cc(C)c4O)n[nH]c3C(=O)N2CCCO)cc(OC)c1OC (stereo not given),-4.4%
CCCCNC(=O)Nc1ccccc1C(=O)Nc1ccc(OC)cc1,3.3%
CCOP(=O)(c1ccc(N(C)C)cc1)C(O)c1ccc(Cl)cc1 (stereo not given),-24.8%
COc1ccc(S(=O)(=O)Oc2ccccc2)cc1,-3.3%
Cc1ccccc1N(C)C(=O)c1coc(=O)c2ccccc12,3.2%
O=C(CSc1nnc(-c2ccc(S(=O)(=O)N3CCOCC3)cc2)o1)c1ccccc1F,-15.3%
Cc1ccc(C(=O)N/C(=C/c2ccco2)C(=O)NCCc2c[nH]c3ccccc23)cc1C,-6.1%
Cc1nn(Cc2ccccc2Cl)c(C)c1N,-5.4%
CC(C)CN1C(=O)/C(=C/c2cccc3ccccc23)SC1=S,1.4%
COc1cccc(-c2cc(C(=O)O)[nH]n2)c1,-10.2%
O=C1C2C3C=CC(C3)C2C(=O)N1c1cccc(Oc2cccc(Oc3cccc(N4C(=O)C5C6C=CC(C6)C5C4=O)c3)c2)c1 (stereo not given),7.4%
CC(C)CCN(C(=O)CNC(=O)c1ccco1)C(C(=O)NC1CCCCC1)c1ccco1 (stereo not given),1.6%
CSc1nccn1CC(=O)Nc1ccccc1,-0.8%
O=C(N/N=C/c1cc(Br)ccc1O)C(=O)Nc1ccccc1OC(F)(F)C(F)F,-27.7%
CC(C)(C)C(=O)Oc1ccc2c(=O)c(Oc3ccccc3Br)coc2c1,-7.0%
O=C1C=CC(=O)N1c1cccc(Cl)c1,1.2%
COc1ccc(-c2c(C#N)c(N)nc3c2CCCCCC3)cc1OC,-2.4%
COC(=O)C(O)(NC(=O)NC(C)=O)C(F)(F)F (stereo not given),6.0%
CC(=O)Nc1cccc(/C(C)=N/N=C2/NC(=O)C(CC(=O)Nc3ccc(C(=O)O)cc3)S2)c1 (stereo not given),-11.9%
CCOCCCn1c(SCC(=O)Nc2ccc(C(N)=O)cc2)nc2ccccc2c1=O,9.9%
# (listing goes on)
SMILES,mouse EphA4 binding
COc1c(Cl)cc(Cl)cc1CNCCNCC(C)O (stereo not given),-3.4%
Clc1ccc(-c2nc3ccccc3n2OCc2ccccc2)cc1,-14.2%
CC(=O)c1cnc2cc(C)nn2c1C,0.1%
CC1(C)CC(=O)C2=C(C1)NC(=O)CC2c1ccc(F)cc1 (stereo not given),-6.2%
O=C(CN(Cc1ccccc1)S(=O)(=O)c1ccccc1)NCc1ccncc1,11.9%
O=C1c2ccccc2-c2nccnc21,6.2%
Cc1cc(C(=O)N/N=C/c2cccc([N+](=O)[O-])c2)c(C)o1,-12.7%
O=C(O)c1ccc(NS(=O)(=O)c2ccc3c(c2)OCCO3)cc1,-12.9%
N#CC(C(=O)Nc1ccc(Cl)cc1)=C1Nc2ccccc2N1,-13.8%
COc1ccc(-n2c(C)cc(C=O)c2C)cc1Cl,-9.3%
Cc1ccc(OCC(=O)N(C)CCc2ccccn2)cc1,-5.7%
Cc1noc(C)c1C(=O)OCC(=O)c1c(N)n(CC(C)C)c(=O)n(C)c1=O,-22.6%
OC(CNCC(c1ccco1)N1CCCCC1)c1ccccc1 (stereo not given),12.7%
O=C(Nc1ccc2c(c1)OCCO2)c1ccc2nccnc2c1,-8.3%
Cc1cc(NS(=O)(=O)c2ccc(NC(=O)c3cc4ccccc4o3)cc2)no1,-5.7%
CCOc1ccc(CCNC(=O)C2CCN(c3ccc(N4CCOCC4)nn3)CC2)cc1OCC,6.9%
COc1ccc(N2CCn3c2nc2c3c(=O)n(CCc3ccccc3)c(=O)n2C)c(OC)c1,-13.8%
Cc1cc(NC(=O)CSc2nc3ccccc3c(=O)n2C(C)c2ccccc2)no1 (stereo not given),-2.5%
COc1ccc(CN2C(=O)C(O)(CC(=O)c3ccc4c(c3)OCO4)c3ccccc32)cc1OC (stereo not given),-6.7%
CCOc1ccccc1N1CC(C(=O)Nc2nccs2)CC1=O (stereo not given),-0.8%
Cc1ccc(C)c(-n2c(SCC(=O)NCC3CCCO3)nnc2-c2ccoc2C)c1 (stereo not given),-9.3%
CCO/C(=N\S(=O)(=O)c1ccc(Br)cc1)c1ccccc1,-6.5%
C=CCN1C(=O)C(Cc2ccc(F)cc2)S/C1=N/N=C/c1cccs1 (stereo not given),-7.1%
Cc1ccc(SCC2CNc3nc4ccccc4c(=O)n32)c(C)c1 (stereo not given),-10.2%
COc1cc(C2C(C(C)=O)=C(O)C(=O)N2CCN(C)C)ccc1O (stereo not given),2.6%
# Other entries follow.
SMILES,mouse EphA4 binding
CCOC(=O)CSc1cc(CS(=O)c2ccc(Cl)cc2)nc(-c2ccccc2)n1 (stereo not given),-6.5%
CCOc1ccc(C(=O)Nc2cccc(NC(=O)c3ccc(F)cc3)c2)cc1,-11.9%
O=C(Nc1nc2c(s1)CCc1ccccc1-2)c1cccs1,-10.4%
O=C(NCCc1c[nH]c2ccccc12)c1c(Cl)nc2sccn12,-17.2%
c1cncc(CNc2c3c(nc4nnnn24)CCCC3)c1,-9.4%
CCOC(=O)C1C(=O)CC(O)(c2ccccc2)CC1c1ccccc1 (stereo not given),5.8%
CCCCN=C(C)C1=C(O)CSC1=O,-5.1%
O=C(O)C1C2CCCCC2=C2CCCCC2C1C(=O)O (stereo not given),0.3%
Cc1nn(-c2ccccc2)c(C)c1/C=N/n1c(-c2ccc(C(C)(C)C)cc2)n[nH]c1=S,3.5%
O=C(Cc1ccc(Cl)cc1)Nc1ccc2c(c1)OCO2,-6.9%
C1CN(c2nc3nonc3n3nnnc23)CCO1,-11.6%
COc1cc(Cl)c(C)cc1NC(=O)COc1ccccc1[N+](=O)[O-],-4.3%
Cc1cccc(NC(=O)CC(c2ccccc2)c2ccccc2)n1,-8.8%
CC(=O)N1CCC(O)(c2cccc(C(F)(F)F)c2)CC1,-5.5%
O=C(CCCn1c(=O)[nH]c2ccsc2c1=O)NCc1cccs1,1.7%
Cc1ccc(S(=O)(=O)N2CCN(C(=O)COC(=O)c3cc(C)oc3C)CC2)cc1,-19.5%
Cc1cc(Nc2nnnn2-c2ccccc2)n(-c2ccc(Cl)cc2)n1,5.0%
COc1ccc2c(c1[N+](=O)[O-])CCC/C2=N/OC(=O)c1ccccc1SC,-18.1%&-5.8%
CCOC(=O)c1c(NC(=O)CN(C)C)sc(C(=O)N(CC)CC)c1C,-6.6%
COc1ccccc1NC(=O)N1CCN(c2cc(-c3ccccc3)nc3ncnn23)CC1,-16.7%
Cc1ccc(NC(=O)c2ccc3c(c2)OCCO3)c([N+](=O)[O-])c1,-0.4%
COc1ccc2cc3cc(C(=O)NCCN4CCc5ccccc5C4)oc3nc2c1,3.4%
CC(C)C(NS(=O)(=O)c1cccc2nsnc12)C(=O)N1CCc2ccccc2C1 (stereo not given),-7.2%
COc1ccccc1Cn1nnc2c(=O)[nH]c(C3CCN(C(=O)c4ccc(C)cc4)CC3)nc21,-9.8%
CCOc1ccc(-n2c(SCC(=O)Nc3ccccc3C)n[nH]c2=O)cc1,-1.6%
Cn1c(CNc2ccccc2)cc(=O)n(C)c1=O,-6.1%
CCC(=O)N1CCc2cc(S(=O)(=O)NCCC(=O)Nc3cc(C)cc(C)c3)ccc21,8.4%
O=S(=O)(NCc1ccccn1)c1ccc(F)cc1,-8.9%

# These rows are one share of the data; the hit share may differ from the screen's.
